Compound activity from PubChem.
K1F lysis inhibition – inhibition of K1F phage lysis, E. coli UTI89, bacterial capsule biogenesis inhibitors, alamar blue (AID 488966). E. coli UTI89 K1F phage lysis, alamar blue, 2 h; higher % means a stronger effect. one-dose inhibition, % at 100 µM; IC50 in µM for titrated hits. 340,000 tested, 0.02% active;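 active = phage lysis inhibition, versus mean bacterial control, above a set limit; inconclusive = no clear call, values can overlap the other calls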;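 note: capsule biogenesis inhibitors block K1F phage lysis so surviving cells raise fluorescence; higher fluorescence means more inhibition of phage lysis; actives were called in the ten point dose series up to 300 µM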
NTR1 ag – NTR1-driven beta-arrestin-GFP spot formation – imaging, U2OS cells, high content, primary screen (AID 493036); P30989; agonist mode; activation, % at 20 µM; 330,000 tested, 0.17% active;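 active = activation at or above 40% of the spot to cytoplasm intensity ratio, with at least 20 cells analyzed; inconclusive = wells under 20 cells, flagged as cytotoxic or low count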;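 note: 0% = DMSO without peptide and 100% = 100 nM NTR1 peptide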
Target sequence (P30989 whole entry, looked up): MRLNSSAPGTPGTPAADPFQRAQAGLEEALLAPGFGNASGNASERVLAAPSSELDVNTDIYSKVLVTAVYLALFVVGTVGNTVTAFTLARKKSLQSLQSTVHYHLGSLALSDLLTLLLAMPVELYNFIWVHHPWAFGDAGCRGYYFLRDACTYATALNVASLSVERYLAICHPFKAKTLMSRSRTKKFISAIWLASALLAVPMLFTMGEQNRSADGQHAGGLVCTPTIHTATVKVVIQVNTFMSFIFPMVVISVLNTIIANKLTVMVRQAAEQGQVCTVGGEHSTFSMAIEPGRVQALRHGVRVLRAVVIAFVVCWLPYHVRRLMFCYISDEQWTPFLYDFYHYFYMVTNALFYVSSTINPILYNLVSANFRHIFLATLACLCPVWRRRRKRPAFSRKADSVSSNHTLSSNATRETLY
MgcRacGAP inhibition – MgcRacGAP GTPase-activating activity inhibitors, confirmation, biochemical, ADP Hunter fluorescence; AID 624330; 340,000 tested, 0.6% active; MgcRacGAP-stimulated Rac1 GTP hydrolysis, ADP Hunter fluorescence; higher % means a stronger effect; GST-tagged Rac1 F28L mutant substrate; inhibition, % at 30 µM; hits with a dose series show IC50 in µM;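 active = first-screen hits whose inhibition reached a set limit at any dose in the follow-up dose series; inconclusive = inhibition above the set first-screen limit but never retested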;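 note: fluorescence reports GDP produced by GAP-driven GTP hydrolysis; strong numbers were not always called active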
NTR1 ag cell count 20 µM – further read-out of NTR1 ag, marked with its call; cell count; measured here: cell count, cytotoxicity flag
Starred values were filed as active, the others as inactive; [ ] = dose if it differs, or a comment. The list is partial; rates above refer to the full screens.

Cc1ccc(S(=O)(=O)N(C)C)cc1NC(=O)CSc1ccc2c(c1)OCCO2 was read as K1F lysis inhibition 1.1%[50 µM], NTR1 ag 0.4, MgcRacGAP inhibition 0% and NTR1 ag cell count 20 µM 69.
For Cc1cc(Br)ccc1NC(=O)CN(C)C(=O)CN1C(=O)NC(C)(C2CC2)C1=O (stereo not given) the results were K1F lysis inhibition 1.1%[50 µM], NTR1 ag 5.0, MgcRacGAP inhibition 5% and NTR1 ag cell count 20 µM 63.
Screening COc1ccc(CCNC(=O)CN(C)S(=O)(=O)c2cccs2)cc1 returned K1F lysis inhibition 0.5%[50 µM], NTR1 ag 1.8, MgcRacGAP inhibition 0% and NTR1 ag cell count 20 µM 58.
For O=C(CN1C(=O)c2ccccc2S1(=O)=O)NCCc1ccc(F)cc1 the results were K1F lysis inhibition 1.0%[50 µM], NTR1 ag 0.5, MgcRacGAP inhibition 1% and NTR1 ag cell count 20 µM 58.
Screening CNc1snc(C)c1C(=O)OCC(=O)Nc1ccc(C)cc1F returned K1F lysis inhibition 1.8%[50 µM], NTR1 ag -1.1, MgcRacGAP inhibition 3% and NTR1 ag cell count 20 µM 60.
For CC(=O)C[C@H]1c2cc(C(F)(F)F)ccc2S(=O)(=O)N1C1CCCC1 the results were K1F lysis inhibition 0.6%, NTR1 ag -1.7, MgcRacGAP inhibition 6% and NTR1 ag cell count 20 µM 100.
Screening O=C(c1cc(-c2ccccc2Cl)nc2ccccc12)N1CCN(c2ccccn2)CC1 returned K1F lysis inhibition 0.2%[50 µM], NTR1 ag 2.8, MgcRacGAP inhibition 3% and NTR1 ag cell count 20 µM 60.
Screening COc1cc(/C=C/C(=O)OCC(=O)N2CCCC2)cc(OC)c1OC returned K1F lysis inhibition 0.3%[50 µM], NTR1 ag 1.0, MgcRacGAP inhibition 4% and NTR1 ag cell count 20 µM 86.
Cc1ccccc1NC(=O)Cc1nc(COC(=O)/C=C/c2ccccc2)cs1 was read as K1F lysis inhibition 0.6%[50 µM], NTR1 ag 3.3, MgcRacGAP inhibition -1% and NTR1 ag cell count 20 µM 64.
For Cc1ccc(NC(=O)CN(C)C(=O)CSc2nnc(NC(C)C)s2)cc1 the results were K1F lysis inhibition 0.7%[50 µM], NTR1 ag -1.1, MgcRacGAP inhibition 7% and NTR1 ag cell count 20 µM 64.
O=C(Cn1ccc2ccccc2c1=O)NCCC(=O)N1CCN(C(=O)c2ccco2)CC1 was read as K1F lysis inhibition 1.3%, NTR1 ag -1.9, MgcRacGAP inhibition 3% and NTR1 ag cell count 20 µM 51.
Cc1ccc(C)c(OCCC(=O)OCC(=O)Nc2cc(S(=O)(=O)N3CCCCC3)ccc2C)c1 was read as K1F lysis inhibition -1.4%, NTR1 ag 0.3, MgcRacGAP inhibition 1% and NTR1 ag cell count 20 µM 68.
Screening COCCN(C(=O)CSCc1ccc(C)cc1)c1c(N)n(CC(C)C)c(=O)[nH]c1=O returned K1F lysis inhibition 0.7%[50 µM], NTR1 ag -2.2, MgcRacGAP inhibition 3% and NTR1 ag cell count 20 µM 93.
`O=C(Cc1csc(-c2ccc(Cl)cc2)n1)Nc1cccc(S(=O)(=O)NC2=NCCC2)c1` gave K1F lysis inhibition -0.5%[50 µM], NTR1 ag 1.2, MgcRacGAP inhibition 9% and NTR1 ag cell count 20 µM 51.
Screening CN(C)C(CNC(=O)c1cc(S(=O)(=O)N2CCOCC2)ccc1F)c1cccs1 (stereo not given) returned K1F lysis inhibition 0.5%[50 µM], NTR1 ag -0.6, MgcRacGAP inhibition 7% and NTR1 ag cell count 20 µM 69.
`CN(C)C(=O)CCc1ccc2c3c([nH]c2c1)[C@]1(CCC2CCCC2)[C@@H](C(=O)N2CCOCC2)C[C@H](CC(=O)NCCC2=CCCCC2)C(=O)N1CC3` gave K1F lysis inhibition 0.2%, NTR1 ag 8.6, MgcRacGAP inhibition 3% and NTR1 ag cell count 20 µM 48.
For CC(C)(C)N1[C@@H](CC(=O)O)c2cc(C(F)(F)F)ccc2S1(=O)=O the results were K1F lysis inhibition 0.1%, NTR1 ag -0.4, MgcRacGAP inhibition 10% and NTR1 ag cell count 20 µM 52.
Screening O=C(N/N=C/c1ccc(O)c(O)c1)c1cccc(S(=O)(=O)N2CCCC2)c1 returned K1F lysis inhibition 1.7%[50 µM], NTR1 ag -0.9, MgcRacGAP inhibition inconclusive and NTR1 ag cell count 20 µM 53.
CCOc1ccccc1NC(=O)COC(=O)c1ccc(S(=O)(=O)N2CCCC2)cc1 was read as K1F lysis inhibition 0.0%[50 µM], NTR1 ag 4.5, MgcRacGAP inhibition 3% and NTR1 ag cell count 20 µM 73.
For O=C(CSC(=S)N1CCCC1)N(Cc1nnc(-c2ccccc2Cl)o1)C1CC1 the results were K1F lysis inhibition 1.8%[50 µM], NTR1 ag 2.4, MgcRacGAP inhibition 0% and NTR1 ag cell count 20 µM 57.
O=C(Nc1cccc(S(=O)(=O)N2CCCCCC2)c1)c1ccc(Cl)nc1 was read as K1F lysis inhibition -0.2%, NTR1 ag 1.9, MgcRacGAP inhibition 8% and NTR1 ag cell count 20 µM 62.
Screening COc1ccc([C@H]2CC(=O)C=C(c3ccc(-c4ccccc4)c(F)c3)C2)cc1 returned K1F lysis inhibition 1.1%, NTR1 ag -0.2, MgcRacGAP inhibition 0% and NTR1 ag cell count 20 µM 57.
Screening CC1CC(C)CN(C(=O)COC(=O)c2ccc3c(c2)OCO3)C1 (stereo not given) returned K1F lysis inhibition 0.1%[50 µM], NTR1 ag 0.0, MgcRacGAP inhibition -2% and NTR1 ag cell count 20 µM 58.
COc1ccccc1NS(=O)(=O)c1ccc(C)c(C(=O)NC2CCN(Cc3ccccc3)CC2)c1 was read as K1F lysis inhibition 2.5%[50 µM], NTR1 ag 0.9, MgcRacGAP inhibition 7% and NTR1 ag cell count 20 µM 61.
O=C(NCCC1CCCCN1S(=O)(=O)c1ccc(Cl)cc1)C(=O)NCc1ccco1 (stereo not given) was read as K1F lysis inhibition 0.8%[50 µM], NTR1 ag -0.1, MgcRacGAP inhibition -4% and NTR1 ag cell count 20 µM 59.
`O=C1CC(C(=O)N2CCN(c3ccccc3)CC2)CN1Cc1ccccc1` (stereo not given) gave K1F lysis inhibition 0.3%[50 µM], NTR1 ag 3.1, MgcRacGAP inhibition 6% and NTR1 ag cell count 20 µM 54.
For O=C1CN(C(=O)COC(=O)CCc2ccccc2)c2ccccc2N1 the results were K1F lysis inhibition 0.7%, NTR1 ag 1.3, MgcRacGAP inhibition 1% and NTR1 ag cell count 20 µM 57.
For C=CCC[C@@H](Cc1ccc(F)cc1)C(=O)O[C@H](CNC(=O)[C@H](CC=C)CC(=O)N(CCO)Cc1ccccc1)c1ccccc1 the results were K1F lysis inhibition -1.3%, NTR1 ag 7.5, MgcRacGAP inhibition 9% and NTR1 ag cell count 20 µM 46.
`COc1ccc(C2=C(C=O)Cc3ccccc3O2)cc1` gave K1F lysis inhibition -1.9%, NTR1 ag 3.0, MgcRacGAP inhibition 3% and NTR1 ag cell count 20 µM 37.
`CCCCn1c(N)c(N(CC(C)C)C(=O)C2CSC3(C)CCC(=O)N23)c(=O)[nH]c1=O` (stereo not given) gave K1F lysis inhibition 1.3%[50 µM], NTR1 ag -1.2, MgcRacGAP inhibition 5% and NTR1 ag cell count 20 µM 61.

Six successive records from above, for reference:
Cc1ccc(C)c(OCCC(=O)OCC(=O)Nc2cc(S(=O)(=O)N3CCCCC3)ccc2C)c1 was read as K1F lysis inhibition -1.4%, NTR1 ag 0.3, MgcRacGAP inhibition 1% and NTR1 ag cell count 20 µM 68.
Screening COCCN(C(=O)CSCc1ccc(C)cc1)c1c(N)n(CC(C)C)c(=O)[nH]c1=O returned K1F lysis inhibition 0.7%[50 µM], NTR1 ag -2.2, MgcRacGAP inhibition 3% and NTR1 ag cell count 20 µM 93.
`O=C(Cc1csc(-c2ccc(Cl)cc2)n1)Nc1cccc(S(=O)(=O)NC2=NCCC2)c1` gave K1F lysis inhibition -0.5%[50 µM], NTR1 ag 1.2, MgcRacGAP inhibition 9% and NTR1 ag cell count 20 µM 51.
Screening CN(C)C(CNC(=O)c1cc(S(=O)(=O)N2CCOCC2)ccc1F)c1cccs1 (stereo not given) returned K1F lysis inhibition 0.5%[50 µM], NTR1 ag -0.6, MgcRacGAP inhibition 7% and NTR1 ag cell count 20 µM 69.
`CN(C)C(=O)CCc1ccc2c3c([nH]c2c1)[C@]1(CCC2CCCC2)[C@@H](C(=O)N2CCOCC2)C[C@H](CC(=O)NCCC2=CCCCC2)C(=O)N1CC3` gave K1F lysis inhibition 0.2%, NTR1 ag 8.6, MgcRacGAP inhibition 3% and NTR1 ag cell count 20 µM 48.
For CC(C)(C)N1[C@@H](CC(=O)O)c2cc(C(F)(F)F)ccc2S1(=O)=O the results were K1F lysis inhibition 0.1%, NTR1 ag -0.4, MgcRacGAP inhibition 10% and NTR1 ag cell count 20 µM 52.

Continued.
Screening O=S(=O)(NCCC1=CCCCC1)c1ccccc1Br returned K1F lysis inhibition -0.4%[50 µM], NTR1 ag 1.0, MgcRacGAP inhibition 1% and NTR1 ag cell count 20 µM 56.
O=C1CC(NS(=O)(=O)c2cc(F)ccc2F)CN1c1ccc2c(c1)OCCO2 (stereo not given) was read as K1F lysis inhibition 1.1%[50 µM], NTR1 ag 0.1, MgcRacGAP inhibition 10% and NTR1 ag cell count 20 µM 78.
`CC(C)(C)NC(=O)C(c1ccc(-c2ccccc2)cc1)N(C[C@H]1CC[C@@H]([C@@H]2CC[C@H](CO)O2)O1)C(=O)c1ccccc1F` (stereo not given in full) gave K1F lysis inhibition -0.1%, NTR1 ag 1.7, MgcRacGAP inhibition 4% and NTR1 ag cell count 20 µM 49.
For COc1ccccc1-c1nnc(-c2ccc(C)cc2)o1 the results were K1F lysis inhibition 1.4%, NTR1 ag 0.8, MgcRacGAP inhibition 4% and NTR1 ag cell count 20 µM 59.
`Cc1noc(C)c1CSCC(=O)N(C)CC(=O)Nc1ccccc1C(F)(F)F` gave K1F lysis inhibition 0.4%[50 µM], NTR1 ag 1.0, MgcRacGAP inhibition 0% and NTR1 ag cell count 20 µM 59.
`O=C(Nc1cccc(S(=O)(=O)N2CCCCCC2)c1)C1CCN(C(=O)c2ccc(F)cc2)CC1` gave K1F lysis inhibition -0.1%[50 µM], NTR1 ag 1.5, MgcRacGAP inhibition 2% and NTR1 ag cell count 20 µM 54.
Screening COc1ccc(OC)c(S(=O)(=O)NCC(c2cccs2)N2CCc3ccccc3C2)c1 (stereo not given) returned K1F lysis inhibition -0.4%[50 µM], NTR1 ag 2.1, MgcRacGAP inhibition 5% and NTR1 ag cell count 20 µM 64.
For CN(C(=O)C1CCCCC1)C1CCS(=O)(=O)C1 (stereo not given) the results were K1F lysis inhibition 1.2%[50 µM], NTR1 ag 0.4, MgcRacGAP inhibition 2% and NTR1 ag cell count 20 µM 61.
Screening C[C@@H]1CN([C@@H](C)CO)C(=O)c2cc(NC(=O)C3CC3)ccc2O[C@@H]1CN(C)Cc1ccc(Cl)c(Cl)c1 returned K1F lysis inhibition 0.1%, NTR1 ag 2.0, MgcRacGAP inhibition 3% and NTR1 ag cell count 20 µM 70.
CCn1cc(CN(C)C(=O)CSc2nc(-c3ccco3)cc(C(F)(F)F)n2)c(C)n1 was read as K1F lysis inhibition 0.2%, NTR1 ag 1.1, MgcRacGAP inhibition 8% and NTR1 ag cell count 20 µM 41.
`O=C(CS(=O)(=O)c1ccccc1)Nc1nnc(-c2cccs2)o1` gave K1F lysis inhibition 0.7%[50 µM], NTR1 ag 0.6, MgcRacGAP inhibition 13% and NTR1 ag cell count 20 µM 65.
For CN(CC(=O)NCCc1ccc(S(N)(=O)=O)cc1)CC(=O)Nc1cccc(F)c1 the results were K1F lysis inhibition 1.4%[50 µM], NTR1 ag -0.2, MgcRacGAP inhibition 10% and NTR1 ag cell count 20 µM 46.
Screening CC[C@@H](C)[C@@H]1CN([C@@H](C)CN2CCC[C@H]2CN2C(N)=NC[C@H]2CC(C)C)C(=N)N1CCCC1CCCC1 returned K1F lysis inhibition -0.1%, NTR1 ag -0.3, MgcRacGAP inhibition 10% and NTR1 ag cell count 20 µM 57.
Screening COc1ccc(CNC(=O)C[C@H]2C[C@H](C(=O)N3CCOCC3)[C@@]3(CCC4CCCC4)c4[nH]c5cc(CCC(=O)N(C)C)ccc5c4CCN3C2=O)cc1OC returned K1F lysis inhibition -0.1%, NTR1 ag 1.5, MgcRacGAP inhibition 10% and NTR1 ag cell count 20 µM 64.
`COc1ccccc1NC(=O)NC1CC(=O)N(c2ccc3c(c2)OCCO3)C1` (stereo not given) gave K1F lysis inhibition 1.4%[50 µM], NTR1 ag 0.8, MgcRacGAP inhibition 5% and NTR1 ag cell count 20 µM 60.
For CCCCN(C(=O)CN1C(=O)C2CCCCC2C1=O)c1c(N)n(CCC)c(=O)[nH]c1=O (stereo not given) the results were K1F lysis inhibition 0.1%[50 µM], NTR1 ag -1.2, MgcRacGAP inhibition -4% and NTR1 ag cell count 20 µM 65.
Screening Cc1c(C(=O)N2CCN(c3ccccc3)CC2)oc2c(Cl)cccc12 returned K1F lysis inhibition 0.9%[50 µM], NTR1 ag 3.4, MgcRacGAP inhibition 4% and NTR1 ag cell count 20 µM 71.
